MEX-5 binding – C. elegans MEX-5 TCR-2 RNA binding activity; Q9XUB2; MEX-5/FITC-TCR2 RNA binding, fluorescence polarization; stronger effect = lower value; activity score (negative = inhibition of binding), % at 10 µM; 0.38% of 300,000 active; AID 1832;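 active means inhibition past about -25% in most replicates, and total fluorescence under double the plate's negative control median, limit read from the data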;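 further: 0% = DMSO and -100% = 5 µM competing unlabeled TCR2 RNA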
MCL1-BIM inh – MCL1-BIM-BH3 interaction inhibition (human). Q07820. GST-MCL1 / FITC-Bim-BH3 fluorescence polarization. inhibition, % at 10.9 µM. 0.68% of 320,000 active. AID 2057;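 active means inhibition above the mean inhibition of all tested compounds plus 3 SD, set per campaign, cut at about 40% in these data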;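 further: 0% = DMSO wells and 100% = unlabeled Bim-BH3 peptide control; higher means more loss of mP so more displacement of Bim peptide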
Target sequence (Q07820 whole entry, looked up): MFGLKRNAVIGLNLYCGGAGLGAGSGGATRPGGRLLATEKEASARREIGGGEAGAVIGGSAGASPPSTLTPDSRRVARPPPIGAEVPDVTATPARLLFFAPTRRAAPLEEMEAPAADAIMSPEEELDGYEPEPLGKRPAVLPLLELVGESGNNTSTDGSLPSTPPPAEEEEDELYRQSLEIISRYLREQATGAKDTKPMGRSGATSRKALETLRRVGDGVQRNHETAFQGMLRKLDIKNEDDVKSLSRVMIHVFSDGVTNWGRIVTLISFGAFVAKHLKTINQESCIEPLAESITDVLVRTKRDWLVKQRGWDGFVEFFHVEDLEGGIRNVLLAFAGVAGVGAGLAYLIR
CR mimetic SO – yeast age-related superoxide inhibition as caloric restriction mimetic; superoxide response (% of plate mean), % at 10 µM; 0.18% of 330,000 active; S. cerevisiae aged cells, superoxide DHE fluorescence; stronger effect = lower value;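 active means superoxide response under a set limit, about three screen SD below normal, cut at about 65% in these data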;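 further: yeast aged for seven days with compound at 30 °C before DHE staining; 100% = average MFI of all compound-treated wells on the plate with controls excluded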
EBNA-1 inhibitor – blocks EBNA-1 binding to DNA | inhibition, % at 14.8 µM | 0.34% of 300,000 active | AID 1950 | EBNA-1 DNA binding, fluorescence polarization; in the data active means inhibition above about 28%
Bcl-xL primary – blocks human Bcl-xL binding to Bim BH3 peptide; Q07817; 0.7% of 320,000 active; inhibition, % at 10.9 µM; GST-Bcl-xL / FITC-Bim BH3 peptide fluorescence polarization;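 active means inhibition above the mean of all tested compounds plus 3 SD, cutoff set per campaign, cut at about 30% in these data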;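 further: 0% = DMSO wells and 100% = unlabeled Bim-BH3 peptide competitor; inhibitors lower millipolarization by displacing the labeled peptide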
ZTA counter – ZTA (EBV) inhibition in EBNA-1 counter-screen; P03206; ZTA-DNA binding, fluorescence polarization; inhibition, % at 11 µM; 0.15% of 320,000 active; in the data active means inhibition above about 33%
Target sequence (P03206 whole entry, looked up): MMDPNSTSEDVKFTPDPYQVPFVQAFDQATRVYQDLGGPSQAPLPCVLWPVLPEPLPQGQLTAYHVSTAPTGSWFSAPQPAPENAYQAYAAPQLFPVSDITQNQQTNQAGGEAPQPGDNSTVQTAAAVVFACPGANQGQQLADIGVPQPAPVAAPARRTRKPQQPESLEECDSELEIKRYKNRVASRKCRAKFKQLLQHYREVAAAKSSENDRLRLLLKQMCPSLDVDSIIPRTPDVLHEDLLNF
GLD-1 TGE inh – GLD-1-TGE RNA interaction inhibition (C. elegans). AID 2280. purified GLD-1 + fluorescein TGE RNA, fluorescence polarization. 0.44% of 320,000 active. Q17339. inhibition, % at 5.96 µM;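 active means percent inhibition above a per-plate cutoff, the plate mean of test compounds plus 3 SD, cut at about 30% in these data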;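 further: 0% = DMSO wells with GLD-1 and probe and 100% = wells lacking GLD-1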
Target sequence (Q17339 whole entry, looked up): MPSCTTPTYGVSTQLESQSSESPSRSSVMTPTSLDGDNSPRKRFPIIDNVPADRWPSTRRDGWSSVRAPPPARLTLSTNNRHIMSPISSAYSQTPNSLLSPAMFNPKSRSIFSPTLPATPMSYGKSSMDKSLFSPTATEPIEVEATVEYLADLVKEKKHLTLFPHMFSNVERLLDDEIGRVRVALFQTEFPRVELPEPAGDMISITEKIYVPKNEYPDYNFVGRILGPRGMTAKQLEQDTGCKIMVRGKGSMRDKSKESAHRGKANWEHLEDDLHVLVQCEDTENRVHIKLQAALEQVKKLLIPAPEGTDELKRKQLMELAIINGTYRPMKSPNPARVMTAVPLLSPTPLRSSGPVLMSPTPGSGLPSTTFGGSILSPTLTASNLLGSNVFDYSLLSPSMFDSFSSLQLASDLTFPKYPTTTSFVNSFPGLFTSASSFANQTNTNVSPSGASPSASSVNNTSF
Fam108B counter – counter-screen for RBBP9 inhibitors: inhibitors of mouse Fam108B; 0.33% of 300,000 active; recombinant Fam108B, FP-Rh probe fluorescence polarization; inhibition, % at 9.51 µM;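 active means inhibition above the screen mean inhibition plus 3 SD, computed separately per campaign, cut at about 18% in these data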;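 further: inhibitors lower polarization as less probe binds the enzyme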
Efflux pump inh – antifungal efflux pump inhibition, Nile Red retention | 0.44% of 330,000 active | inhibition, % at 10 µM | S. cerevisiae Candida pump triplex;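 active means plate passing quality check with inhibition over a set limit, or well fluorescence over plate mean plus 4 SD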;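 further: Nile Red retained in pooled yeast measured as flow cytometry median fluorescence; 0% = buffer negative control and 100% = Enniatin B positive control; higher means more Nile Red kept so more efflux inhibition; some compounds called inactive have numbers as strong as hits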
The depositor's hits bear a star; . = no result given; & = joins results of further samples; ! = a repeat was not active.

Sequence of screens – MEX-5 binding	MCL1-BIM inh	CR mimetic SO	EBNA-1 inhibitor	Bcl-xL primary	ZTA counter	GLD-1 TGE inh	Fam108B counter	Efflux pump inh
COc1ccccc1/C=N/N1C(=O)c2cccc3cccc(c23)C1=O
 : -2.5	36.2	82.8	-4.4	43.4*	-6.5	2.8	4.1	-0.1
CCOC(=O)c1sc(NC(=O)CN2C(=O)NC3(CCCCCCC3)C2=O)c(C(=O)OCC)c1C
 : 2.7	2.0	104.6	13.5	2.2	8.2	1.4	-8.5	0.0
Cc1ccc(C2C3=C(CCCC3=O)N=C3c4ccccc4C(=O)C32)cc1 (configuration not stated)
 : -2.8	6.0	123.5	-12.0	0.8	2.5	0.7	5.4	0.2
C=CCN(C(=O)CNC(=O)c1ccco1)C(C(=O)NC1CCCCC1)c1ccc(OC)cc1 (configuration not stated)
 : 1.8	-2.0	96.3	2.6	1.5	-23.1	3.7	1.4	-0.2
CCOC(=O)/C(C#N)=C\c1cc(C)n(-c2ccccc2)c1C
 : -5.1	-4.9	91.7	0.2	-1.3	-14.4	3.5	-7.0	0.0
Cc1ccccc1CNC(=O)C1CCN(c2nnc(N3CCCC3=O)s2)CC1
 : 0.0	2.5	94.7	96.3*	4.3	-10.4	7.7	-0.3	0.0
Cc1c(C)c2ccc(OCC(=O)Nc3cccnc3)cc2oc1=O
 : -0.3	-0.4	95.3	-7.5	3.9	-6.4	-2.9	2.4	0.0
COc1ccc(CC(=O)NNC(=S)Nc2ccccc2)cc1Br
 : -6.8	4.2	78.6	11.6	4.6	-6.3	-2.2	1.9	0.0
C/C(=N\NC(=S)NC(C)C)c1ccc(-n2ccnc2)cc1
 : 1.4	12.0	104.9	-6.2	4.2	10.0	-5.0	-2.5	0.1
CCNc1nc(Oc2ccc(=O)[nH]n2)nc(SC)n1
 : 0.3	0.5	98.4	-6.5	0.1	-12.2	10.6	-0.9	-0.1
CCOC(=O)C1(Cc2ccccc2)CCN(Cc2cnn(CC)c2)CC1
 : 0.1	3.3	102.6	-10.8	-1.5	-21.6	6.9	-5.8	0.3
CC(C(=O)Nc1ccc(Cl)cc1Cl)N1C(=O)NC2(CCCC2)C1=O (configuration not stated)
 : 2.6	0.6	107.8	-3.1	0.7	0.8	4.3	2.5	0.3
Cc1onc(-c2ccccc2)c1C(=O)N1CCN(S(=O)(=O)c2ccc3c(c2)OCCO3)CC1
 : -11.2	-7.2	85.2	-7.5	-5.7	-1.7	-2.1	-2.6	-0.2
CCCSc1nc(C)c(CC(=O)O)c(=O)[nH]1
 : -1.1	-0.2	101.8	19.2	6.3	7.1	-2.8	-7.4	0.0
CC(C)Cn1ccc(=O)n(CC(C)C)c1=O
 : 0.8	-0.1	98.2	-9.6	2.3	-17.6	0.8	0.6	0.1
CC(C)c1ccc(N2C(=NC(=O)C3CCCO3)SC3CS(=O)(=O)CC32)cc1 (configuration not stated)
 : 2.2	3.9	106.3	-17.3	1.8	-12.1	6.0	-2.2	-0.2
O=C(CSc1nnc(CNC(=O)c2ccco2)o1)Nc1ccc(Br)cc1
 : -0.1	9.7	76.4	1.8	1.1	-1.5	8.4	-0.5	0.1
COc1ccc(C2=NS(=O)(=O)N(C)C(C(=O)N3CCc4ccccc4C3)=C2)cc1OC
 : -0.3	11.3	97.8	10.8	5.0	-10.2	5.3	-0.6	0.0
CCOc1ccc2[nH]c(=O)c(CN(CCCN3CCOCC3)Cc3nnnn3Cc3ccc(OC)cc3)cc2c1
 : -2.8	-1.4	107.5	-4.5	3.5	-4.2	-8.6	0.6	0.0
Cc1ccc(Sc2ccc(S(=O)(=O)Nc3ccc(CC(=O)O)cc3)cc2)cc1C
 : .	15.7	101.5	.	5.9	16.2	1.7	.	0.0
O=C(NCCCO)Nc1ccc2nc(-c3ccco3)c(-c3ccco3)nc2c1
 : .	158.4*	92.7	1.1	119.5*	58.0*	53.6*	52.3*	0.0
Cc1noc(C)c1COC(=O)c1cccc(S(=O)(=O)N2CCCCCC2)c1
 : .	-9.6	100.7	0.2	0.2	-0.4	-3.3	2.0	0.1
O=C(COC(=O)c1cc[n+]([O-])cc1)Nc1ccccc1Sc1ccccc1
 : -0.5	8.2	145.4	0.9	2.2	10.1	9.5	3.7	0.0
CCOC(=O)CNC(=O)CN1C(=O)CC(c2ccccc2)S(=O)(=O)c2ccccc21 (configuration not stated)
 : 0.1	-3.8	113.8	-2.8	-2.3	3.2	-0.7	-3.0	0.1
Cn1c(Nc2cccc(Cl)c2)nc2ccccc21
 : -1.7	-2.1	99.3	3.3	-1.4	-10.8	6.0	3.3	0.4
COc1cc(C2CC(c3cccs3)=NN2C(=O)CCl)ccc1OC(F)F (configuration not stated)
 : -3.4	-4.3	87.4	11.0	-0.9	24.2	-2.0	-3.1	-0.1
NNC(=O)c1ccc(CSc2n[nH]c(=O)[nH]c2=O)cc1
 : -1.9	-6.9	97.1	6.7	3.6	7.5	-3.2	-0.2	-0.1
CCn1cc(CNC(=O)c2ccc3nc(Cc4ccccc4F)oc3c2)cn1
 : -2.0	-1.4	91.9	-4.8	3.3	-1.3	3.6	0.5	0.1
CCC1(c2ccccc2)NC(=O)N(CC(=O)Nc2cc(S(=O)(=O)N3CCCCC3)ccc2OC(C)C)C1=O (configuration not stated)
 : -0.5	-4.7	96.1	-8.7	-4.9	-8.7	-5.2	-0.6	-0.1
CCN1CCN(c2ccc(S(=O)(=O)N3CCCCC3)cc2NC(=O)c2cccc(C(F)(F)F)c2)CC1
 : -2.9	-18.9	101.2	-3.4	-15.8	9.4	-3.0	-2.5	0.0
CN(C)S(=O)(=O)N1CCN(C(=O)N2CCOCC2)CC1
 : -3.6	0.9	103.6	-6.3	4.3	-31.1	-6.8	2.2	-0.1
O=C(NC1CCCCC1)C1CCN(C(=O)c2ccccc2Cl)CC1
 : -4.1	1.5	90.9	-7.0	-1.4	10.7	-2.5	0.1	0.0
Cc1cccc(NC(=O)C2CCN(S(=O)(=O)c3cccs3)CC2)c1
 : 1.3	-4.5	92.0	-1.6	-8.8	11.5	-3.0	-4.0	-0.2
COc1ccccc1NC(=S)NCCc1ccc(OC)c(OC)c1
 : 2.3	7.6	102.6	2.7	4.0	6.4	-0.3	-3.6	0.0
Clc1ccc(-n2nnnc2-c2ccccc2)cc1
 : .	-0.5	102.7	5.3	3.6	-8.7	1.1	-0.3	-0.1
Cn1cc(SCC(=O)NCC2CCCO2)c2ccccc21 (configuration not stated)
 : 5.1	-2.2	110.1	-2.7	4.8	-8.1	-4.8	0.9	-0.1
Nc1scc2c(C(=O)O)nn(-c3ccccc3)c(=O)c12
 : .	9.1	111.3	.	9.2	-20.3	-0.7	.	-0.3
COc1ccccc1/C=N/NC1=NCCCCC1
 : 2.4	10.0	94.5	8.4	10.1	-5.1	-5.8	8.4	-0.1
Fc1ccc(CN2CCN(c3ncnc4scc(-c5ccccc5)c34)CC2)cc1
 : 2.2	6.6	142.2	-13.3	7.2	-4.3	-0.5	-4.4	1.7*
CCCNC(=S)N(Cc1cc2cc(C)ccc2n2nnnc12)CC(C)(C)CN(C)C
 : 1.8	14.9	90.4	-2.5	1.8	-1.6	-3.7	1.1	-0.1
O=C(COC(=O)c1c(F)cccc1F)NCCNC(=O)COC(=O)c1c(F)cccc1F
 : -0.1	-6.2	100.2	5.6	3.3	1.2	1.5	-0.7	0.0
O=C(O)c1ccc(Cl)c(NCc2cccnc2)c1
 : -0.1	9.1	108.5	-5.8	-1.3	-12.2	5.4	-1.8	0.0
COc1ccc(OC)c(C(=O)c2oc3ccccc3c2NC(C)=O)c1
 : -0.3	8.8	96.5	-1.7	5.5	-16.4	8.5	0.2	0.0
COc1cc2[nH]cc(C(=O)NCc3ccccc3)c(=O)c2cc1OC
 : 0.9	0.1	102.3	6.2	7.7	-3.2	1.9	2.5	-0.1
COc1ccc(/C(N)=N/OC(=O)c2ccc([N+](=O)[O-])c(C)c2)cc1OC
 : 0.3	6.7	77.1	-1.1	1.4	4.4	1.4	1.0	0.2
O=C(O)c1cc(-c2ccco2)nc2ccc(Br)cc12
 : -17.2	140.9*!	145.9&102.3	-0.8&-2.9	95.9*!	29.9&-3.5	68.1*!	4.9&4.2	0.1&0.2
c1ccc(Cc2noc(CN3CCN(CCOc4ccccc4)CC3)n2)cc1
 : -0.1	4.4	122.5	0.2	3.5	-14.2	-4.0	-5.9	0.2
CCN1CCN(C(=O)C2=CC(c3ccc(OC)cc3)=NS(=O)(=O)N2C)CC1
 : -0.2	2.0	85.5	19.1	3.3	10.0	-2.2	-2.8	0.1
Cc1ccc(Cl)cc1N1CCN(S(=O)(=O)c2cc3c(cc2C)NC(=O)CO3)CC1
 : -1.7	15.9	113.4	3.9	5.6	-5.9	8.1	4.1	0.2
Cc1ccc(NCc2ccc(O)c3ncccc23)cc1
 : 0.9	18.8	95.6	-2.2	10.8	1.6	1.8	-0.6	-0.2
CN(C)CCN1CC(C(=O)O)CC1=O (configuration not stated)
 : -0.3	1.9	94.0	-2.5	0.4	-12.4	-0.6	-0.8	-0.3
CCN(CC)c1ccc(/C=N/Nc2nc(C)cc(=O)[nH]2)c(O)c1
 : -5.9	14.8	96.5	-2.6	12.2	-25.7	0.5	-1.4	0.5
CC(C)C(=O)Nc1ccc(C(=O)c2ccccc2)cc1
 : -0.6	-1.2	94.8	7.5	3.6	-2.1	-8.7	-4.7	0.2
Cc1c(NC(=O)c2cc3nc(-c4ccc(Br)cc4)cc(C(F)(F)F)n3n2)c(=O)n(-c2ccccc2)n1C
 : -3.0	4.9	98.2	3.6	-2.8	7.7	-4.1	-1.0	0.1
Cc1cc(NS(=O)(=O)c2ccc(NC(=O)CCCOc3ccccc3C)cc2)nc(C)n1
 : -2.3	0.8	87.4	5.6	7.6	12.9	1.4	1.5	-0.1
O=C(Nc1nc2cc(Cl)ccc2s1)C1CCCN(S(=O)(=O)c2cccc3cccnc23)C1 (configuration not stated)
 : 0.8	-0.8	104.0	17.0	1.8	11.4	-1.7	-32.5	0.0
CCc1cc(=O)oc2cc(C)c(CN3CCCC3)c(O)c12
 : -1.1	72.1*	101.8	21.8	33.2*	0.2	14.3	-6.7	-0.2
Cc1nc(NC(=O)c2ccc(OCC(C)C)cc2)sc1Cc1ccc2c(c1)OCO2
 : 1.4	8.1	78.7	0.6	6.2	-9.8	0.5	-5.3	-0.1
CCCNC(=O)CN1C(=O)NC(CCc2ccccc2)C1=O (configuration not stated)
 : -0.6	-5.8	78.6	-3.5	1.9	6.7	0.3	5.2	0.1
C=CCn1c(CCNC(=O)C(C)(C)C)nc2ccccc21
 : -2.6	4.5	96.6	1.7	3.2	-7.0	1.5	5.2	0.1

Additional compounds follow.
Sequence of screens – MEX-5 binding	MCL1-BIM inh	CR mimetic SO	EBNA-1 inhibitor	Bcl-xL primary	ZTA counter	GLD-1 TGE inh	Fam108B counter	Efflux pump inh
Nc1c(Cl)cc(-c2csc(NCCc3nc4cc(Cl)c(Cl)cc4n3CCCO)n2)cc1Cl
 : 3.1	-15.8	94.5	-9.4	-4.6	-2.1	-5.0	-0.4	0.1
CN(C)c1cccc2cccc(N(C)C)c12
 : 2.6	4.1	110.0	9.4	3.0	5.3	3.1	-3.6	0.1
COc1ccc(NC(=O)Nc2nc3c(s2)CCCC3)cc1
 : 2.3	2.5	100.7	6.9	4.9	2.7	3.2	16.8	0.0
CCn1cc(C(=O)O)c(=O)c2cc(F)c(N3CCNCC3)cc21
 : -0.5	-2.2	116.7	1.1	6.0	3.4	7.2	-0.2	0.0
CC(=O)c1ccc(N2CCCCCC2)c(F)c1
 : 0.9	1.1	84.3	5.5	5.5	9.7	3.0	-4.0	0.0
O=c1cc[nH]c2c(Cl)cccc12
 : 1.8	-0.8	94.1	-17.9	-1.3	-3.3	-3.5	1.2	0.1

Screens from PubChem.
